ADAM17 inh = ADAM17 inhibitors, primary screen, biochemical, QFRET; inhibition, % at 6.95 µM; AID 720648, 2013; recombinant ADAM17, EDANS/DABCYL FRET peptide cleavage; hit rate 0.83% among 370,000; Disintegrin and metalloproteinase domain-containing protein 17 (Homo sapiens), P78536;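 active = inhibition above the mean of compounds lying between control limits plus 3 SD, set per campaign, cut at about 8.5% in these data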;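 also: 0% = DMSO-only wells as the low control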
Target sequence (P78536 215-824 limits assumed): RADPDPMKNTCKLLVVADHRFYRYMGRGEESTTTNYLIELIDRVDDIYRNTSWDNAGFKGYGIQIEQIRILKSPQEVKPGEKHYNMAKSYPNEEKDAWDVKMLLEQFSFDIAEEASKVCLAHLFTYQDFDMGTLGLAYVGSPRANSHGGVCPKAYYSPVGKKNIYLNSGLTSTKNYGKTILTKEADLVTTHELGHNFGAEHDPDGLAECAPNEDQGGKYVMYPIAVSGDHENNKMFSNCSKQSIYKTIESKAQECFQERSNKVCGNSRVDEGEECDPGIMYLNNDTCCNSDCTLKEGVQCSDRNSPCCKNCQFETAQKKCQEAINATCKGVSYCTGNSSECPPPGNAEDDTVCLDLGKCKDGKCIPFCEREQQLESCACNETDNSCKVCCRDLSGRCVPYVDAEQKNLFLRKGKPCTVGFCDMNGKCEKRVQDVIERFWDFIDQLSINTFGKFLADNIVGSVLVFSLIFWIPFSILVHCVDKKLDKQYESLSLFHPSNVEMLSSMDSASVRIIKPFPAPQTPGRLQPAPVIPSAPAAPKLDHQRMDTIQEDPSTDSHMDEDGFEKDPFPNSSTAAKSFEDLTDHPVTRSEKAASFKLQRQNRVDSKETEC
DAX1 inh-1 = DAX1 (NR0B1) inhibitors, primary screen, cell-based, HEK293, Gal4-DAX1, luciferase luminescence | Nuclear receptor subfamily 0 group B member 1 (Homo sapiens), P51843 | HEK293 Gal4-DAX1 luciferase reporter | inhibition, % at 6.75 µM | hit rate 0.99% among 340,000 | AID 504766, 2011;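 active = inhibition above the mean over all tested compounds plus 3 SD, cut at about 4.2% in these data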;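 also: 0% = DAX1-transfected cells with DMSO and 100% = empty-vector control cells with DMSO; inhibition shows as a rise in luminescence from relieved DAX1 repression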
Target sequence (P51843 207-470 limits assumed): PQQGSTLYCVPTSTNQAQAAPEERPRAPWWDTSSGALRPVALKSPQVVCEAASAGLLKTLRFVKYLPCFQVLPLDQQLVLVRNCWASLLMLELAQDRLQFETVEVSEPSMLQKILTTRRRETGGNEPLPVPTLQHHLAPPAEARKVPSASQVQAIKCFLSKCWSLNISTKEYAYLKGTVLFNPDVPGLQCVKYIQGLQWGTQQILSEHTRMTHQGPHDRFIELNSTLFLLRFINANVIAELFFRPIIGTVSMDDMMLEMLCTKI
SMARCA2 activ = SMARCA2 (BRM) function activators, primary screen, cell-based, luminescence, high throughput; MG213 cells, MMTV-luciferase reporter, dexamethasone, overnight; activation, % at 9.1 µM; hit rate 1% among 370,000; AID 652017, 2013; in the data active = activation above about 7.8%;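 also: 0% = vehicle wells and 100% = reference activator wells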
PLCb3 inh = human PLC-beta3 inhibitors, primary screen, biochemical, fluorescence. 1-phosphatidylinositol 4,5-bisphosphate phosphodiesterase beta-3 (Homo sapiens), Q01970. Purified PLC-beta3, fluorogenic substrate. inhibition, % at 12.2 µM. hit rate 0.18% among 370,000. AID 720704, 2013; in the data active = inhibition above about 11%;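 also: 0% = median of compound wells on plate and 100% = full blocker control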
MBD2 inh = inhibitors of MBD2 binding to methylated DNA, primary screen, biochemical, TR-FRET, DNA-binding domain, human; MBD2 binding to methylated oligonucleotide; inhibition, % at 4.4 µM; hit rate 0.31% among 370,000; in the data active = inhibition above about 13%
hcDAF12 agonist = H. contortus DAF-12 nuclear receptor activators, primary screen, cell-based, luminescence, HEK293, lit1-tk-luc reporter | AID 652067, 2013 | hit rate 1.4% among 370,000 | HEK293 hcDAF-12 lit1-tk-luc reporter; 0% DMSO, 100% Δ7-dafachronic acid | activation, % at 6.8 µM;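 active = activation above the mean of all tested compounds plus 3 SD, cut at about 5.5% in these data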;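 also: 100% = response to 3 µM Δ7-dafachronic acid high control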
DAX1 inh-2 = DAX1 (NR0B1) inhibitors on StAR promoter, primary screen, cell-based, luminescence, SF-1 (NR5A1), full-length DAX-1. HEK293T StAR-luciferase reporter, SF-1/DAX-1 repression relief. inhibition, % at 6.8 µM. hit rate 1.1% among 370,000. AID 652010, 2013;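 active = inhibition above the mean over all tested compounds plus 3 SD, cut at about 3.6% in these data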;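 also: 0% = DAX-1 cells with DMSO and 100% = cells lacking DAX-1 with DMSO; higher inhibition means more luminescence from relief of DAX-1 repression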
Rev-erbA mod = modulators of Rev-erb alpha DNA binding, primary screen, biochemical, FITC-DNA, fluorescence polarization, uHTS. hit rate 0.79% among 370,000. activity, % at 10 µM. Rev-erbα–FITC-DNA binding, 90 min. AID 1259318, 2017;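 active = activity above about 14%, limit read from the data; passing the limit was not always enough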;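 also: 0% = DMSO wells with 35 nM protein and 100% = DMSO wells with 750 nM protein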
PLCg1 inh = PLC-gamma1 enzyme inhibitors, primary screen, biochemical, fluorescence, purified enzyme; hit rate 0.84% among 370,000; inhibition, % at 12.2 µM; fluorogenic substrate; AID 720700, 2013; in the data active = inhibition above about 9.5%
hgDAF12 agonist = H. glycines DAF-12 receptor agonists, primary screen, cell-based, luminescence, HEK293, GAL4 fusion, UAS-luciferase; activation, % at 6.8 µM; HEK293 GAL4-hgDAF12 UAS-luciferase reporter, agonist luminescence; normalized to butyrate control; AID 687014, 2013; hit rate 1.8% among 370,000; Nuclear hormone receptor DAF-12 (Heterodera glycines), GAL4 fusion;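 active = activation above a cutoff set at the mean of all screened compounds plus 3 SD, cut at about 10% in these data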;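 also: 0% = DMSO wells and 100% = sodium butyrate wells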
ssDAF12 agonist = S. stercoralis DAF-12 nuclear receptor activators, primary screen, cell-based, luminescence, HEK293, GRIP1 co-expression, lit1-tk-luc. Nuclear hormone receptor DAF-12 (Strongyloides stercoralis). HEK293 ssDAF-12/GRIP1 lit1-tk-luc reporter; % of 3 µM dafachronic acid response. activation, % at 6.8 µM. hit rate 1% among 370,000. AID 652126, 2013;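 active = activation above the mean over all tested compounds plus 3 SD, cut at about 0.9% in these data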;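 also: 0% = DMSO-only wells and 100% = 3 µM delta7-dafachronic acid wells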
The depositor's hits bear a star; x = no result given.

SMILES	ADAM17 inh	DAX1 inh-1	SMARCA2 activ	PLCb3 inh	MBD2 inh	hcDAF12 agonist	DAX1 inh-2	Rev-erbA mod	PLCg1 inh	hgDAF12 agonist	ssDAF12 agonist
COc1ccc(NC(=O)CSc2nc3ccsc3c(=O)n2CCCCCC(=O)O)cc1	-1	0.8	2	3	-2	-0.5	-0.3	1	-1	0.7	-1.1
COc1ccc(S(=O)(=O)NCC(c2ccc(F)cc2)N2CCOCC2)cc1Br (stereo not drawn)	-2	-0.7	-1	-6	10	0.1	-0.5	2	0	2.7	-0.5
CCc1nn(C(C)C(=O)NCc2ccc(Cl)cc2)c(=O)c2cc3occc3n12 (stereo not drawn)	1	0.5	-1	-12	-1	-2.3	-0.9	4	-3	2.6	-1.7
CSc1nc2ccc(NC(=O)c3c(-c4ccccc4)noc3C)cc2s1	2	1.0	-2	-9	-2	2.4	-0.8	4	0	-0.1	-1.5
CCc1cc(C(=O)NNC(=S)NCc2ccccc2)cs1	-4	-0.3	1	8	0	-0.2	-0.1	-3	1	2.5	-1.4
CC(C)CNC(=O)c1cccc(NC(=O)C(C)C)c1	-3	2.9	-3	0	1	-0.9	-0.1	8	2	-2.8	-0.9
Cc1cc(F)ccc1S(=O)(=O)N(CC(=O)N1CCOCC1)CC(=O)N1CCOCC1	-4	-0.1	-2	2	0	0.0	-0.3	1	9	-0.8	-0.4
Cc1ccc(NC(=O)NNC(=O)Cn2nc(-c3ccccc3)c(-c3ccccc3)c(C#N)c2=O)cc1	20*	0.5	-5	1	-3	-0.3	-1.2	-3	-4	-3.0	-1.4
CC1(C(=O)NS(=O)(=O)c2ccc(F)cc2F)CCN1C(=O)Cc1ccccc1 (stereo not drawn)	-2	x	-2	3	4	2.7	0.4	5	4	2.8	0.0
O=C(COc1ccc(NC(=O)c2ccccc2)cc1)c1ccccc1	-4	0.6	3	-3	9	2.8	-0.5	-9	3	3.3	-0.9
CCN1CCn2c1nc(N1CCCCC1)nc2=O	0	0.8	2	0	-1	0.7	0.6	3	8	-0.2	-1.4
CCN1CCN(C(=O)c2ccc(S(=O)(=O)Nc3ccccc3)cc2)CC1	-4	-0.4	-2	1	-4	-0.9	-0.1	10	3	-1.4	-1.3
O=C(COc1ccc2cc(Br)ccc2c1)N1CCOCC1	-2	0.6	-1	-9	2	0.6	0.0	3	1	3.2	-1.8
COc1ccc(NC2CCCN(C(=O)CSc3ccccc3)C2)cc1OC (stereo not drawn)	-3	0.2	1	-12	1	-1.4	-1.2	5	-4	0.8	-0.6
Cc1ccc(NC(=O)CN2CCN(C(=O)C3CCCO3)CC2)c(C)c1 (stereo not drawn)	-5	0.5	2	-3	0	-0.4	-0.5	1	0	-0.7	-0.6
CCCN(CCC)S(=O)(=O)c1cccc(-c2csc(C)n2)c1	2	-0.4	-1	-8	-4	-1.7	-0.7	3	1	-1.6	-1.5
CCOC(=O)c1nnn(CC(=O)Nc2cccc(F)c2)c1C(=O)OCC	-2	-0.1	-2	2	2	-1.9	-0.3	4	1	-0.6	-1.3
N#C/C(=C(/O)COC(=O)CSc1ccc(Cl)cc1)c1nc2ccccc2[nH]1	-2	-0.6	1	-24	3	0.2	-1.0	0	-17	-5.7	-1.2
CC1(C(=O)NS(=O)(=O)c2ccccc2Cl)CCN1C(=O)Cc1cc(F)ccc1F (stereo not drawn)	0	x	4	1	5	-0.4	0.9	-2	-1	-2.6	-1.3
CC1=Nc2cc(C(=O)O)ccc2Sc2c(C)ccc(C)c21	-1	1.5	-3	-7	2	2.2	0.2	2	-3	1.8	-1.8
O=C(CCSc1ccccc1)Nc1nnc(-c2cccs2)o1	3	0.7	-1	-2	-4	-1.2	-0.7	1	1	-2.1	-1.3
CNC(=S)N/N=C/c1c2ccccc2c(Cl)c2ccccc12	-12	0.2	1	-170	-6	1.2	0.0	2	-123	-1.3	-1.4
O=C1NC(=O)N(Cc2ccccc2)CC1Br (stereo not drawn)	-3	2.9	0	5	0	2.5	1.3	1	0	0.3	-0.6
COCc1cc(C)nc(SCc2ccc(Cl)cc2)c1C#N	-3	0.5	0	-9	-1	-3.0	0.0	-2	-2	-0.3	-1.3
N#CCSc1nc2c(sc(=S)n2Cc2ccco2)c(=O)n1-c1ccc(F)cc1	3	1.3	-2	4	-5	-2.7	0.3	-3	2	-6.2	-1.8
COc1ccc2[nH]c(C(=O)NCc3ccccc3)c(C)c2c1	-57	-0.3	0	-141	-1	-4.2	-0.7	7	-102	-4.0	-1.2
OC1(c2cn(Cc3ccccc3)nn2)CCCCC1	-3	-0.1	3	3	-5	-1.6	-0.3	1	-1	-0.7	-0.9
O=C(COc1ccc(Cl)cc1Cl)NCCCCc1ccccc1	18*	-0.4	-4	-1	-4	-1.4	-0.3	3	4	1.0	-1.3
CCCCCC(=O)Nc1nc2ccccc2[nH]1	-2	0.8	2	2	-2	0.9	1.4	-3	-3	7.6	-1.4
C=CCNC(=O)c1ccc(-n2cccc2)cc1	2	0.6	1	3	11	2.8	0.3	-2	3	2.3	-0.8
N/C(=N\OC(=O)CCC1CCCCC1)c1ccc([N+](=O)[O-])cc1	0	1.4	2	1	-5	-0.7	0.2	-4	0	2.5	-1.2
CCN(CC)C(=O)c1[nH]cnc1C(=O)Nc1ccccc1F	-2	1.6	-4	-1	1	0.1	-0.1	-2	0	-1.6	-0.8
Cc1cc(OCC(=O)OCC(=O)N2CCc3ccccc32)ccc1Cl	2	0.6	0	-8	2	3.7	2.7	2	-5	1.6	-0.6
CCNC(=O)C1(C)CCN(Cc2csc(-c3ccccc3)n2)C1 (stereo not drawn)	-1	x	3	1	1	3.0	3.0	-3	2	8.8	-0.2
c1ccc(-n2cc(CN3CCCC(CN4CCCC4)C3)c(-c3ccc4c(c3)OCO4)n2)cc1 (stereo not drawn)	-3	0.5	1	0	0	-1.2	1.7	2	1	0.8	-1.1
Cc1oc(-c2ccccc2F)nc1CS(=O)(=O)CC(=O)NCCN1CCCC1	-5	0.7	-1	-7	1	2.4	-0.1	-6	-4	1.7	-1.0
CCC(C)(C(=O)NC1CCCCC1)N(CC1CCCO1)C(=O)CNC(=O)c1ccccc1 (stereo not drawn)	-1	-0.5	3	2	8	0.1	-0.4	1	-2	-0.1	-0.3
O=C(Nc1cnn(Cc2ccc(Cl)cc2Cl)c1)c1noc2c1CCCC2	3	-1.4	-4	-4	2	-3.1	-1.8	-9	2	-1.2	-1.8
Cc1ccccc1NC(=O)CCCCC(=O)Nc1ccccc1C	-5	1.9	-2	-5	-1	-1.5	0.1	3	0	1.8	-2.1
CCOCCOC(=O)Cn1cnc2scc(-c3ccc(C)cc3)c2c1=O	-1	1.7	-2	-5	5	-0.2	-0.8	0	3	-2.3	-1.4
COc1nc(OC)nc(N2CCC(C(=O)N(C)Cc3ccco3)CC2)n1	0	x	-6	-1	0	-2.8	0.6	4	2	-1.9	-0.5
COc1cccc(NC(=S)NCCC(c2ccccc2)c2ccccc2)c1	7	-0.7	2	-1	-6	-1.5	-1.0	-3	0	-2.6	-1.1
CCN(CC)CCn1c(=S)[nH]c2cc(C(=O)N3CC=C(c4ccccc4)CC3)ccc2c1=O	-8	x	2	-11	1	-1.6	-0.1	3	-5	0.1	-0.6
Cn1c(-c2ccc(F)cc2)cnc1NCc1cc2c(cc1[N+](=O)[O-])OCO2	-1	-0.3	-1	-6	-5	0.3	0.0	10	-3	0.0	-0.8
CSc1ccccc1C(=O)Nc1cccc(N(C)S(C)(=O)=O)c1	-6	0.8	-2	-5	8	-1.8	-0.2	-5	-3	-1.3	-1.4
COc1ccc(-n2nnnc2/C(=C/N(C)C)C(=O)c2ccccc2)cc1	-3	-1.8	-5	0	5	1.7	1.1	-3	-1	-0.4	-1.7
CCOC(=O)c1c(C)nc2ccccc2c1-c1ccccc1	3	-1.3	-1	-1	2	-2.1	-0.4	10	-2	-2.2	-1.0
O=C(/C=C/c1ccco1)NC(=S)Nc1ccc(N2CCOCC2)c(Cl)c1	6	-1.7	0	-3	-6	-2.3	-1.6	-7	6	-1.6	-1.2
O=C(COC(=O)c1cccc(OC(F)F)c1)Nc1ncccn1	-9	1.0	-4	-8	-4	-0.6	-0.4	1	-6	-2.0	-0.5
COc1ccc(CC(=O)Nc2cc(C)on2)cc1OC	-1	-1.1	1	1	-5	-3.0	0.7	-4	0	-0.1	-0.6
CCOc1ccc(Br)cc1CC(=O)O	0	1.9	2	2	-1	-0.4	-0.5	-4	4	1.6	-1.6
CN1CCCC1=Nc1c2c(nc3ccccc13)N(C)CC2	-20	-0.2	1	-10	3	0.1	0.1	-6	-10	-0.4	-1.0
O=C(CCCCCN1C(=O)c2ccccc2C1=O)Nc1cccc(O)c1	0	0.2	-1	-3	3	-3.6	0.0	0	1	-2.7	-1.5
Cc1cc(OCC(=O)Nc2ccncc2)ccc1[N+](=O)[O-]	0	-0.8	-3	-2	-4	-1.0	-1.6	5	1	-0.5	-1.6
CCc1c(C)c(C#N)c2nc3ccccc3n2c1NCCN(C)C	-29	0.0	2	-208	-5	0.6	-0.5	-2	-142	0.8	-1.6
CCn1c(SCC(=O)NC2CCCCC2)nnc1-c1ccccn1	-1	0.2	2	-3	1	0.3	-1.6	-9	0	-0.3	-0.8
COc1ccccc1CN1CCN(C(CC(C)C)c2nnnn2Cc2cccs2)CC1 (stereo not drawn)	-7	1.8	-3	-1	3	-2.1	-1.0	0	-1	-1.8	-1.5
O=C1Nc2ccccc2N=C(c2ccc3c(c2)OCO3)C1N(C(=O)c1ccnc2ccccc12)c1ccccc1 (stereo not drawn)	1	x	-2	-7	2	1.9	-0.6	1	-5	4.7	-0.3
CCCCC1CCC(C(=O)Nc2ccccc2N2CCOCC2)CC1 (stereo not drawn)	3	0.5	-1	-2	-5	-1.4	0.5	1	0	0.3	-0.9

From PubChem
